# SV40 large T antigen: SV40 large T antigen inhibitors, biochemical (AID 1903) | SV40 large T antigen ATPase/helicase inhibition assay; higher % means a stronger effect | inhibition, % at 20 µM; hits with a dose series show IC50 in µM | 0.39% of 310,000 active; in the data active = a potency from the dose series; inconclusive = inhibition mostly from about 32% at the one dose, without a potency; inactive = the rest, 99 in 100 with inhibition below about 32%; also: strong numbers were not always called active
# UTI89 phage lysis: inhibition of K1F phage lysis, E. coli UTI89, bacterial capsule biogenesis inhibitors, alamar blue (AID 488966) | one-dose inhibition, % at 100 µM; IC50 in µM for titrated hits | 0.02% of 340,000 active | E. coli UTI89 K1F phage lysis, alamar blue, 2 h; higher % means a stronger effect;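 active = phage lysis inhibition, versus mean bacterial control, above a set limit; inconclusive = no clear call, values can overlap the other calls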;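 also: capsule biogenesis inhibitors block K1F phage lysis so surviving cells raise fluorescence; higher fluorescence means more inhibition of phage lysis; actives were called in the ten point dose series up to 300 µM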
# West Nile antiviral: inhibition of WNV-induced cytopathic effect – cell-based, CPE readout (AID 1621); West Nile virus-infected cells, CPE inhibition; higher % means a stronger effect; CPE inhibition, % at 10 µM, or IC50 in µM where a hit was titrated; 0.02% of 290,000 active; in the data active = a potency from the dose series; inconclusive = CPE inhibition mostly from about 3.7% at the one dose, without a potency; inactive = the rest, 99 in 100 with CPE inhibition below about 2.2%; also: strong numbers were not always called active
# Siah-1 displacement: Siah-1 peptide-binding antagonists, primary screen, biochemical, fluorescence polarization, rhodamine-plectin, uHTS (AID 1817) | Siah-1 / rhodamine-plectin peptide fluorescence polarization; higher % means a stronger effect | displacement, % at 20 µM; hits with a dose series show IC50 in µM | 0.02% of 290,000 active;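 active = displacement of at least 50% at 20 µM, with a fluorescence ratio check between 0.3 and a set limit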;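 also: plate controls were Siah plus tracer with DMSO for no effect and tracer alone without Siah for full effect; strong numbers were not always called active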
# RSV CPE inhibition: RSV antiviral activity via CPE protection, HEp-2 cells, primary 10 µM value included (AID 2391); HEp-2 cells, RSV-induced CPE inhibition; higher % means a stronger effect; 0.13% of 310,000 active; CPE inhibition, % at 10 µM; hits with a dose series show IC50 in µM; in the data active = a potency from the dose series; inconclusive = CPE inhibition mostly from about 23% at the one dose, without a potency; inactive = the rest, 99 in 100 with CPE inhibition below about 21%; also: strong numbers were not always called active
# Dengue-2 NS5 capping: flavivirus cap methylation enzyme inhibition – biochemical, confirmation dose response, primary screen (AID 588689) | Dengue-2 NS5 methyltransferase capping enzyme assay, biochemical; higher % means a stronger effect | inhibition, % at 25 µM, or IC50 in µM where a hit was titrated | 0.3% of 340,000 active; in the data active = a potency from the dose series; inconclusive = inhibition above about 29% without an active follow-up result
# MgcRacGAP inhibition: MgcRacGAP GTPase-activating activity inhibitors, confirmation, biochemical, ADP Hunter fluorescence; MgcRacGAP-stimulated Rac1 GTP hydrolysis, ADP Hunter fluorescence; higher % means a stronger effect; GST-tagged Rac1 F28L mutant substrate; inhibition, % at 30 µM; hits with a dose series show IC50 in µM; 0.6% of 340,000 active;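 active = first-screen hits whose inhibition reached a set limit at any dose in the follow-up dose series; inconclusive = inhibition above the set first-screen limit but never retested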;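 also: fluorescence reports GDP produced by GAP-driven GTP hydrolysis; strong numbers were not always called active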
# NTR1 agonist: agonists of NTR1, primary screen, imaging, U2OS cells, beta-arrestin-GFP, high content (AID 493036). 0.17% of 330,000 active. P30989. activation, % at 20 µM. NTR1-U2OS beta-arrestin-GFP spot imaging, agonist mode;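 active = activation at or above 40% of the spot to cytoplasm intensity ratio, with at least 20 cells analyzed; inconclusive = wells under 20 cells, flagged as cytotoxic or low count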;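 also: 0% = DMSO without peptide and 100% = 100 nM NTR1 peptide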
# Target sequence (P30989 whole entry, looked up): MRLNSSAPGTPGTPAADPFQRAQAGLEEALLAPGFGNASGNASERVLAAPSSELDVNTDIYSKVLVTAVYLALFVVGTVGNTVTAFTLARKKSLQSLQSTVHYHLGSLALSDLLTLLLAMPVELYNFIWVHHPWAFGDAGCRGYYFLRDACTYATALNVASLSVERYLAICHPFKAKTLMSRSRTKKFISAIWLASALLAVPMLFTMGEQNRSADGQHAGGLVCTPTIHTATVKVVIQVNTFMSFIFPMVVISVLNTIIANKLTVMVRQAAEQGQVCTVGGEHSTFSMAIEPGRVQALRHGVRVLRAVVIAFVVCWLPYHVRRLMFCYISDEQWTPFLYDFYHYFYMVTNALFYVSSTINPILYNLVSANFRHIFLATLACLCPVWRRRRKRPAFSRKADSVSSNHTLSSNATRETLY
# AID2073: inhibitors of Mint1-CaV2.2 protein interaction, biochemical, HTRF (AID 2073). 0.19% of 290,000 active. inhibition, % at 20 µM; hits with a dose series show IC50 in µM. HTRF protein-protein interaction, Mint1-CaV2.2; higher % means a stronger effect; in the data active = inhibition mostly above about 51%, no sharp cut-off; inconclusive = no clear call, values can overlap the other calls; inactive = mostly below about 53%; also: some results filed as inactive read as strong as hits
# NTR1 agonist cell count 20 µM: recorded beside NTR1 agonist, whose call it bears; cell count; measured here: cell count, cytotoxicity flag
# Dengue-2 NS5 capping pilot replicate: also measured in Dengue-2 NS5 capping; calls as there; inhibition, %; measured here: pilot screen replicate inhibition
# * hit, by the source's call; ? = inconclusive; / = not tested or not shown; & = joins results of further samples; [ ] = dose if it differs, or a comment.
SMILES,SV40 large T antigen,UTI89 phage lysis,West Nile antiviral,Siah-1 displacement,RSV CPE inhibition,Dengue-2 NS5 capping,MgcRacGAP inhibition,NTR1 agonist,NTR1 agonist cell count 20 µM,AID2073,others
CCN1CCN(Cc2ccc(NC(=O)c3cc(NC(=O)c4cc5cccc(OC)c5o4)cc(OC)c3)cc2C(F)(F)F)CC1,17%,1.6%,-1.6%,-2%,-4.6%,-7%&-1%,19%&9%,5.7,73,15%,
CCOC(=O)C1CCN(C(=O)COc2ccc3c(c2)OCO3)CC1,21%,0.1%,0.4%,13%,0.9%,3%,6%,-0.8,53,-9%,
COc1ccc(Cl)cc1NC(=O)CCN1CCN(C)CC1,19%,0.8%,0.4%,4%,0.4%,-2%,2%,1.5,56,22%,
Nc1nc(-c2ccccc2)nn1C(=O)c1ccco1,7%,-0.1%,-0.5%,-8%,-1.2%,-3%,0%,1.8,57,13%,
Cc1cccc(C(=O)NNC(=O)c2cccc(C)c2)c1,0%,0.8%,0.4%,3%,1.5%,-3%,8%,-0.6,51,-7%,
Cc1cc(C)cc(NS(=O)(=O)Cc2ccccc2)c1,18%,0.2%,-0.8%,-6%,0.4%,2%,0%,0.9,54,14%,
COc1ccc(NC(=O)CCCNC(=O)Cn2cnc3sc4c(c3c2=O)CCCC4)cc1OC,6%,-0.1%,-0.3%,3%,1.9%,-13%,9%,0.0,35,4%,
CCC(=O)N1N=C(c2ccc(NS(=O)(=O)CC)cc2)CC1c1ccc(C)cc1 (stereo unspecified),1%,1.5%,-0.7%,-1%,10%,-11%,7%,-0.6,67,44%,
CC(C)c1nc2oc3c(=O)[nH]cnc3c2c2c1CCC2,1%,0.8%,-0.2%,4%,1.6%,-7%,7%,0.9,83,14%,
Nc1c(C(=O)NCCN2CCOCC2)c2nc3ccccc3nc2n1CCc1ccccc1,-17%,-1.9%,0.1%,-1%,0.1%,-3%,11%,14,36,17%,
CCC(C)(C)NC(=O)c1ccc(S(=O)(=O)N(C)c2ccccc2OC)cc1,18%,4.1%,0.0%,5%,1.0%,-1%,5%,-4.9,90,-1%,
CCOC(=O)c1cnc2ccc(C)cc2c1NCCO,6%,0.2%,-0.1%,1%,0.7%,-3%,13%,-0.5,40,12%,
O=C(c1cc(-c2ccncc2)nc2ccc(Cl)cc12)N1CCN(Cc2ccc3c(c2)OCO3)CC1,7%,0.4%,2.3%,-1%,21%,-6%,6%,3.1,51,19%,
Cc1ccc2c(CN3CCCCC3CCO)cc(=O)oc2c1 (stereo unspecified),10%,-0.4%[50 µM],1.2%,1%,2.8%,-13%,9%,-0.2,75,0%,
CCC(=O)c1ccc(OCC(=O)OCC(=O)NCC2CCCCC2)cc1,11%,1.2%[50 µM],/,/,0.5%,1%,8%,-0.5,70,/,
Nc1c(C(=O)NCc2ccc3c(c2)OCO3)nnn1CC(=O)Nc1ccc(Br)cc1,8%,0.1%,1.0%,-3%,2.4%,-7%,4%,0.9,34,15%,
COCc1c(C(=O)N2CCN(c3ccc(C(F)(F)F)cn3)CC2)oc2ccccc12,26%,0.3%,-0.2%,-2%,17%,5%,11%,4.2,56,-2%,
O=C(CC1C(=O)OCN1C(=O)OCc1ccccc1)OCC(=O)c1ccccc1 (stereo unspecified),8%,0.1%,0.4%,7%,1.8%,-7%,7%,0.2,55,8%,
Cc1ccc(NC(=O)Cn2cnc3sc(C(=O)NCc4ccco4)c(C)c3c2=O)cc1Cl,9%,5.2%,1.4%,12%,4.7%,3%,4%,1.9,93,-2%,
Cc1ccc(C)c(NC(=S)N=Nc2c(O)n(C)c3ccc(S(=O)(=O)N4CCOCC4)cc23)c1,16%,-0.2%,-0.1%,-13%,0.6%,4%,5%,0.3,67,-12%,
C=CCn1c(CCc2ccc(OC(C)C)cc2)n[nH]c1=S,28%,0.0%,-0.3%,3%,0.7%,-11%,4%,-1.2,71,5%,
COC(=O)c1[nH]c2ccc(Cl)cc2c1NC(=O)C1CC1,18%,0.3%,/,2%,1.1%,/,5%,1.0,61,1%,
C=C(C)C(=O)Nc1cccc(C2=NOC3(C2)C[C@@H](C(N)=O)N(C(=O)c2cc([N+](=O)[O-])cc([N+](=O)[O-])c2)C3)c1 (stereo partly specified),14%,-0.6%,0.3%,32%,2.0%,9%,4%,-2.9,88,23%,
COc1cccc(N2CC(O)=C(c3ccccc3)C2=N)c1,8%,-0.4%,/,-7%,1.1%,-2%,-10%,2.0,56,10%,
CCOC(=O)N1CCN(C(=O)CS(=O)(=O)c2cn(Cc3ccc(F)cc3)c3ccccc23)CC1,17%,-1.1%,-0.5%,14%,1.4%,-4%,4%,4.9,61,4%,
Cc1cccc(NC(=O)COC(=O)COc2ccc3c(c2)CCC3)c1,/,0.8%[50 µM],/,/,3.0%,-1%,5%,-2.0,105,/,
O=C1Cc2cc(NS(=O)(=O)c3cc(F)ccc3F)cc3c2N1CCC3,16%,0.6%[50 µM],/,/,-1.3%,0%,8%,1.1,64,/,
Cc1cccc(CCNC(=O)CCNC(=O)Cn2ccc3ccccc3c2=O)c1,2%,1.0%[50 µM],-0.6%,-1%,1.3%,2%,11%,0.0,67,-9%,
CCOC(=O)C(=CNc1cc(C)ccc1[N+](=O)[O-])C(=O)OCC,7%,0.5%,-0.8%,1%,3.6%,-2%,9%,3.1,43,0%,
O=C(O)c1ccccc1NC(=O)C1CCCO1 (stereo unspecified),5%,1.1%,0.5%,2%,2.7%,2%,3%,0.6,51,2%,
CC1CCCCN1C(=O)c1c(Cl)cnn1C (stereo unspecified),26%,0.1%,-0.4%,4%,0.6%,-9%,4%,-0.6,63,6%,
COc1cccc(C2C3CN(C)CC=C3C(C#N)=C(N)C2(C#N)C#N)c1OC (stereo unspecified),10%,3.1%,/,8%,0.4%,?,10%,-5.2,69,11%,
CC(C)c1ccc(/C=C/C(=O)CCC(=O)O)cc1,1%,-0.7%,/,-1%,1.1%,4%,-5%,1.1,99,3%,
COC(=O)c1ccc(CS(=O)(=O)c2ccccc2C)o1,-4%,1.5%,-0.1%,/,0.4%,-3%,6%,-1.6,81,/,
O=C(NCCC1CCCCN1S(=O)(=O)c1ccccc1)C(=O)NCc1ccc(F)cc1 (stereo unspecified),16%,-0.6%[50 µM],/,/,0.4%,1%,4%,-0.5,56,/,
Cc1nn(-c2ccccc2)c(Cl)c1/C=N/NC(=O)c1cccc(S(=O)(=O)N2CCCC2)c1,6%,1.3%,-0.4%,0%,0.4%,1%,14%,0.8,41,1%,
COc1ccc2c(c1)sc1nc(=O)ccn12,8%,0.8%,-0.3%,-2%,4.4%,-3%,5%,-0.5,74,16%,
COc1ccccc1-c1cc(C(F)(F)F)nc(S(=O)(=O)CCCC(=O)Nc2cc(C)on2)n1,-11%,5.2%,3.3%,8%,1.3%,-21%,8%,9.0,48,30%,
O=C(NNC(=O)c1cc2cc(Br)ccc2oc1=O)c1ccc(O)cc1O,3%,0.1%,-1.4%,62%,4.2%,5%,12%,1.0,65,14%,
COc1ccc(/C=N\NC(=O)COc2ccc(Cl)cc2Cl)c(C(=O)O)c1OC,18%,2.0%[50 µM],0.4%,-6%,1.4%,1%,5%,-2.1,76,6%,
COc1cc(C(=O)NCCNc2nc3c(C)c(C)ccc3cc2C#N)cc(OC)c1OC,11%,0.2%,-1.0%,5%,4.5%,-3%,6%,-0.2,65,14%,Dengue-2 NS5 capping pilot replicate=4.2
COc1ccc(OC)c2[nH]c(=O)c(CCNC(=O)COc3ccccc3)cc12,17%,0.2%,/,2%,2.1%,1%,3%,0.2,48,10%,
COc1ccc(-c2cc(C(F)(F)F)nc(SCCC(=O)NCc3ccco3)n2)cc1,8%,/,-0.3%,4%,2.1%,/,/,2.1,39,1%,
Cc1nc(/C(N)=N/OC(=O)c2c(-c3ccccc3Cl)noc2C)cs1,23%,0.7%,0.3%,4%,-1.2%,-8%,8%,0.6,53,13%,
COc1ccc(-c2nc(-c3ccccc3)no2)c(OC)c1,10%,4.3%,0.1%,-2%,3.3%,0%,-3%,2.6,38,-2%,
CCCCn1c(SCC(=O)N2CCC(C)CC2)nc2ccsc2c1=O,9%,0.8%,-0.1%,0%,2.5%,-5%,-7%,7.7,72,21%,
COCCn1c(SCC(=O)Nc2ccccc2)nnc1-c1ccoc1C,4%,0.4%,-0.1%,-3%,3.3%,1%,4%,-0.8,54,?,
COc1cccc(OCCNc2cc(N3CCCCC3)ccc2[N+](=O)[O-])c1,4%,-2.7%,-0.9%,2%,12%,-10%,6%,-1.1,79,-7%,
O=C(O)c1ccc(Cl)cc1NC(=O)C1CCCO1 (stereo unspecified),20%,9.3%,0.2%,2%,0.5%,-6%,-5%,2.5,60,1%,
Cc1nn(C)c(Oc2cccc(Cl)c2)c1C(=O)O,-3%,0.7%,1.3%,-3%,0.9%,1%,6%,-2.2,72,5%,
C/C(=N/NC(=O)CNC(=O)c1cccnc1)c1ccccc1,-1%,-0.3%,0.1%,-7%,-0.4%,1%,-8%,-0.6,81,13%,
O=C(COc1ccc(Cl)cc1Cl)NCCC1=CCCCC1,18%,2.8%,0.3%,3%,5.5%,-10%,-2%,5.6,73,3%,
COc1ccc(S(=O)(=O)N(C)CC(=O)NC2CCCCC2)cc1OC,2%,0.1%,-0.3%,1%,-2.6%,-1%,-1%,3.3,46,3%,
O=C(CC1SC(=Nc2cccc3ccccc23)N(Cc2ccccn2)C1=O)Nc1ccccc1Br (stereo unspecified),-2%,0.6%[50 µM],-1.6%,7%,13%,3%,0%,7.2,56,6%,
O=C(COc1ccc(Cl)cc1Cl)NN1C(=O)C2C3C=CC(C3)C2C1=O (stereo unspecified),10%,-1.6%,0.2%,1%,0.9%,11%,-17%,0.1,54,9%,
COc1ccc(OC)c(NC(=O)CSc2nnc(Cn3nnc4ccccc43)n2C)c1,14%,0.1%,-0.5%,1%,0.8%,2%,8%,-0.3,82,-6%,
O=S(=O)(NC(=S)NC1CCCCC1)c1ccc(Cl)cc1,11%,1.0%,0.5%,1%,5.6%,-7%,6%,0.7,43,-8%,
CCc1nccn1S(=O)(=O)c1cccc([N+](=O)[O-])c1,6%,0.7%[50 µM],1.1%,3%,1.1%,-1%,8%,0.5,72,-1%,

# Assay outcomes deposited in PubChem BioAssay by several laboratories.
